Compound activity: PubChem, National Center for Advancing Translational Sciences (NCATS)
RORg inh – blocks mouse ROR gamma transcriptional activity; Drosophila S2 Gal4-RORgamma UAS-luciferase reporter, 20 h; Potency, µM (titrated, usually from 53.6 µM), for inactives: top-dose activity change, negative = inhibition, most hits filed as inhibitors; hit rate 5.4% among 310,000; P51450; AID 2551; further: potency means the concentration at half of the fitted maximal effect; on the % scale 0 is the no-effect control and ±100 the full control effect; nearly all actives have a fitted effect of over 60% in size
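Schneider cells (Drosophila), stable Gal4 DBD–ROR gamma + UAS-luc; 1 hr cmpd preincubation; Cu2+ induction 700 uM final; 20 hr ambient; luminescence.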
FLuc counter – inhibits or activates purified firefly luciferase, miR-21 counter-screen | P08659 | purified FLuc, Km substrates, luminescence inhibition | Potency, µM (series often up to 57.5 µM), for the others: at the highest dose activity change, negative = inhibition, most hits filed as inhibitors | hit rate 6.9% among 360,000 | AID 588342;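 further: potency means the concentration at half of the fitted maximal effect; plate controls were vehicle for no effect and reference inhibitor for full effect; nearly all actives have a fitted effect of over 55% in size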
Target sequence (P08659 whole entry, looked up): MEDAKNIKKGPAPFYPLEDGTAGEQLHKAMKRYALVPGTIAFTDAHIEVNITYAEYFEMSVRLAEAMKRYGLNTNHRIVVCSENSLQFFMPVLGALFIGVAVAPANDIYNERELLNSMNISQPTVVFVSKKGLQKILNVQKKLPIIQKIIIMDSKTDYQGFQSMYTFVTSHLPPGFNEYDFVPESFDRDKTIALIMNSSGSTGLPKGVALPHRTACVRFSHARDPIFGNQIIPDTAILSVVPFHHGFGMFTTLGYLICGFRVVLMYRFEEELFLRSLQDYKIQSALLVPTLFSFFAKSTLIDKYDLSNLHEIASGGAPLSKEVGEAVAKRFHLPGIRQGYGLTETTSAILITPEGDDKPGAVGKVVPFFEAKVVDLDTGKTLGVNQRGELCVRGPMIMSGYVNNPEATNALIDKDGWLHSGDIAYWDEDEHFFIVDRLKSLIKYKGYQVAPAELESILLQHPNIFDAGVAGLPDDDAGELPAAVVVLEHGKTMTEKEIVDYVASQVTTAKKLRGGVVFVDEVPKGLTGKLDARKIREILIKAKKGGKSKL
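Purified P. pyralis luciferase (10nM final) with 10uM D-luciferin and 10uM ATP (Km levels) in 50mM Tris acetate pH 7.5, 10mM Mg acetate, 0.01% Tween-20, 0.05% BSA; qHTS 6-point titration, ~60 µM downward; luminescence read.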
Tb PFK block – inhibitors of T. brucei phosphofructokinase; Potency, µM (top dose mostly 57.5 µM), for inactives: top-dose activity, negative = inhibition, usual class: inhibitors; AID 485367; O15648; hit rate 0.17% among 330,000; T. brucei PFK, ADP-Glo luminescence;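 further: potency means the concentration at half of the fitted maximal effect; 0% = uninhibited 1x PFK enzyme wells and -100% = no-enzyme wells; nearly all actives have a fitted effect of over 60% in size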
Target sequence (O15648 whole entry, looked up): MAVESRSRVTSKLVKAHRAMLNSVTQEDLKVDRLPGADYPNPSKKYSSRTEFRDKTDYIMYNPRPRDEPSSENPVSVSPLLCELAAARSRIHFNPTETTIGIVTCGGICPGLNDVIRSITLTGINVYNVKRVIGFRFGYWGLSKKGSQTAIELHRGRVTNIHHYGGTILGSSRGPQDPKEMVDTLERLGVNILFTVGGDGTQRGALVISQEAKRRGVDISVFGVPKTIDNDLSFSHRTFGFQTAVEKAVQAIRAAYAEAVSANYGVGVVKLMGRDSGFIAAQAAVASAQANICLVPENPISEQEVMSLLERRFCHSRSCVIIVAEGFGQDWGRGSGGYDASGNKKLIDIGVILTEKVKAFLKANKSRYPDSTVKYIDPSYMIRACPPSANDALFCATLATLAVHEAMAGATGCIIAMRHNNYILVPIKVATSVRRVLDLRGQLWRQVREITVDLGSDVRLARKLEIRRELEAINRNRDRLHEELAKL
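ADP-Glo luminescence quantified ADP after 45 min at room temperature, with 1.25 nM T. brucei PFK, 0.1 mM ATP and 0.5 mM fructose-6-phosphate in pH 8.0 TEA buffer. qHTS titrations up to 57 µM; curves classified by quality.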
BRCA1 expr act – increases BRCA1 expression | MCF7-BRCA1-FFLuc reporter, luminescence, 48 h; response scale: scaled: vehicle 0%, 10 µM genistein 100% | Potency, µM (titrated, usually from 46.1 µM), for inactives: top-dose activation, actives largely listed as activators | hit rate 1.1% among 380,000; further: potency means the concentration at half of the fitted maximal effect; nearly all actives have a fitted effect of over 80% in size; some results filed as inactive show a strong effect at the top dose
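MCF7-BRCA1-FFLuc, 2000 cells/well; 2 h attach, 37 °C/5% CO2; compound 48 h; luciferase substrate 15 min; luminescence end-point. Norm. to genistein 10 microM max activation and DMSO; concentration-response curves fitted.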
ELG1 genotoxic – inducers of genotoxicity in HEK293T ELG1-luciferase cells. HEK293T ELG1-luciferase reporter, luminescence, 16 h. AID 504466. hit rate 1.3% among 330,000. Potency, µM (top dose mostly 46 µM), for the others: top-dose activity change, positive = activation, usual class: activators; further: potency means the concentration at half of the fitted maximal effect; % of control where 0% means no effect; nearly all actives have a fitted effect of over 60% in size
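DMSO vehicle served as control against compound-treated ELG1-luciferase HEK293T cells; exposure lasted 16 hr at 37 °C and 5% CO2, followed by ONE-Glo luminescence detection after 30 min.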
TRPV1 ag – activates the human vanilloid receptor TRPV1 | Q8NER1 | TRPV1-expressing cells, Fluo-8 calcium influx, agonist mode | activation, % at 8.33 µM | hit rate 0.19% among 320,000 | AID 540275; in the data active means activation above about 80%; inconclusive means between about 30% and that limit; further: 0% is about no effect
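TRPV1-expressing cells were cultured overnight at 35.5C and loaded with Fluo-8 calcium dye for 40 to 90 min at room temperature. After a 10 s baseline, compound was added and calcium influx was read kinetically for 3 min (ex 480/em 520 nm).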
Gal4-VP16 FLuc – Gal4-VP16 reporter inhibition counter-screen | Potency, µM (titrated, usually from 53.6 µM), for the others: at the highest dose activity, negative = inhibition, actives largely listed as inhibitors | hit rate 3.5% among 310,000 | Drosophila S2 Gal4-VP16 UAS-luciferase, luminescence, 20 h;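 further: Gal4-VP16 expression switched on by copper sulfate through the metallothionein promoter; potency means the concentration at half of the fitted maximal effect; on the % scale 0 is the no-effect control and ±100 the full control effect; nearly all actives have a fitted effect of over 50% in size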
p53 reactivation – re-activators of mutant p53; H1299 p53-A138V BP100-luciferase reporter, luminescence, 24 h; Potency, µM (highest dose often 92.2 µM), for the others: at the top dose activity change, positive = activation, most hits filed as activators; hit rate 0.063% among 320,000; further: potency means the concentration at half of the fitted maximal effect; % of control where 0% means no effect; nearly all actives have a fitted effect of over 45% in size
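H1299 (p53-null), stable ts p53-A138V + BP100-Luc; 1000 cells/well, Opti-MEM/10% FBS; cpd 4 pt, 1:5; 24 h, 37 deg C, 5% CO2; detection reagent 10 min RT; luminescence.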
ELG1 repair inh – ELG1-dependent DNA repair inhibition | HEK293T ELG1-luciferase reporter, luminescence, 16 h; DNA damage induced by 5-fluorouridine | Potency, µM (highest dose often 46.1 µM), without a hit: at the top dose activity change, negative = inhibition, usual class: inhibitors | hit rate 2.3% among 330,000; further: potency means the concentration at half of the fitted maximal effect; on the % scale 0 is the no-effect control and ±100 the full control effect; nearly all actives have a fitted effect of over 55% in size
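DMSO vehicle served as the neutral condition. Each well held 2,000 cells given 5-fluorouridine plus compound; after 16 hr at 37 °C/5% CO2, ONE-Glo was added and luciferase measured 30 min later.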
NPC1 prom act – activates the NPC1 promoter; Huh7 NPC1 promoter luciferase reporter, 24 h; Potency, µM (highest dose often 9.22 µM), for the others: top-dose activation, hits mostly activators; hit rate 2.4% among 320,000; AID 485313;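 further: potency means the concentration at half of the fitted maximal effect; % of control where 0% means no effect; nearly all actives have a fitted effect of over 60% in size; reporter is driven by a mutant NPC1 promoter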
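Luminescence read-out of NPC1 promoter-driven luciferase in stably transfected Huh7 cells; compounds delivered in DMSO and left 24 h at 37C, 5% CO2, qHTS titration format.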
Rab9 prom act – activators of Rab9 promoter. hit rate 2.8% among 320,000. AID 485297. Huh7 Rab9 promoter-luciferase reporter, luminescence, 24 h. Potency, µM (series often up to 9.22 µM), for inactives: top-dose activation, negative = inhibition, actives largely listed as activators; further: potency means the concentration at half of the fitted maximal effect; % of control where 0% means no effect; nearly all actives have a fitted effect of over 60% in size
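Huh7 reporter line, Rab9 promoter upstream of luciferase. Compound exposure 24 h at 37 °C in reduced-serum medium with 10% FBS. Read-out: luminescence.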
The depositor's hits bear a star; & = joins results of further samples; [ ] = dose if it differs, or a comment. Unless noted, the call rests on the fitted dose curve; in most records, active means well fitted curve in the direction sought with a large enough effect; inconclusive means small, poorly fitted or top-dose-only effect, or another doubt; inactive means no such curve, though single readings can be large; an effect the other way counts as inactive or inconclusive.

`COCCNC(=S)N1CCCC(CO)C1` (configuration not stated) gave RORg inh -7%, FLuc counter 0%, Tb PFK block 0%, BRCA1 expr act 15%, ELG1 genotoxic -1%, TRPV1 ag -3, Gal4-VP16 FLuc 2%, p53 reactivation -1%, ELG1 repair inh -22%, NPC1 prom act 0% and Rab9 prom act 1%.
O=C(Nc1nc(-c2ccccc2)cs1)C1CCCN(S(=O)(=O)c2ccccc2)C1 (configuration not stated) was read as RORg inh 21%, FLuc counter -2%, Tb PFK block 6%, BRCA1 expr act -76%, ELG1 genotoxic -24%, TRPV1 ag 1, Gal4-VP16 FLuc 7%, p53 reactivation -2%, ELG1 repair inh 2.3µM*, NPC1 prom act 1% and Rab9 prom act 10%.
For O=Cc1cccn1-c1cccc([N+](=O)[O-])c1 the results were RORg inh 0%, FLuc counter -1%, Tb PFK block -26%, BRCA1 expr act 0%, ELG1 genotoxic 2%, TRPV1 ag 0, Gal4-VP16 FLuc -10%, p53 reactivation 14%, ELG1 repair inh 7%, NPC1 prom act -1% and Rab9 prom act -4%.
Screening O=C(COc1cc(Cl)c(Cl)cc1Cl)NCCN1CCOCC1 returned RORg inh inconclusive, FLuc counter 3%, Tb PFK block -12%, BRCA1 expr act 1%, ELG1 genotoxic -1%, TRPV1 ag 2, Gal4-VP16 FLuc 8%, p53 reactivation -11%, ELG1 repair inh -4%, NPC1 prom act 1% and Rab9 prom act 1%.
For CCc1ccc(OCCSc2nc3ccccc3n2CCC(=O)O)cc1 the results were RORg inh -14%, FLuc counter inconclusive, Tb PFK block 2%, BRCA1 expr act 7%, ELG1 genotoxic 2%, TRPV1 ag 2, Gal4-VP16 FLuc 3%, p53 reactivation -12%, ELG1 repair inh -1%, NPC1 prom act 6% and Rab9 prom act 0%.
`O=C(C1=C(O)C(=O)N(CCc2ccccc2)C1c1ccncc1)c1cc2ccccc2o1` (configuration not stated) gave RORg inh 9%, FLuc counter -10%, Tb PFK block 0%, BRCA1 expr act -2%, ELG1 genotoxic 3%, TRPV1 ag 3, Gal4-VP16 FLuc 7%[10 µM], p53 reactivation 5%, ELG1 repair inh inconclusive, NPC1 prom act -2% and Rab9 prom act -9%[1.84 µM].
COc1ccc(CCNC(=O)c2c[nH]c3ccccc3c2=O)cc1OC was read as RORg inh 11%, FLuc counter -5%, Tb PFK block 1%, BRCA1 expr act 1%, ELG1 genotoxic 2%, TRPV1 ag 3, Gal4-VP16 FLuc -14%, p53 reactivation -7%, ELG1 repair inh inconclusive, NPC1 prom act 10% and Rab9 prom act 8%.
Screening CCN(C(=O)Cn1c(=O)oc2ccccc21)c1c(N)n(Cc2ccccc2)c(=O)[nH]c1=O returned FLuc counter 4%, Tb PFK block -1%, BRCA1 expr act 0%, ELG1 genotoxic -3%, TRPV1 ag -3, p53 reactivation 1%, ELG1 repair inh 8%, NPC1 prom act 1% and Rab9 prom act 1%.
For O=C(CN1C(=O)S/C(=C\c2ccccn2)C1=O)Nc1ccc(F)cc1 the results were RORg inh 1%, FLuc counter 0%, Tb PFK block -1%, BRCA1 expr act -10%, ELG1 genotoxic 6%, TRPV1 ag 0, Gal4-VP16 FLuc 13%, p53 reactivation -1%, ELG1 repair inh 11%, NPC1 prom act 2% and Rab9 prom act -1%.
For Cc1ccc2nc(NC(=O)COC(=O)c3cccnc3)sc2c1 the results were Tb PFK block 1%, BRCA1 expr act 53%, ELG1 genotoxic 20%, p53 reactivation inconclusive and ELG1 repair inh inconclusive.
For O=C(/C=C(\O)c1ccc(Cl)cc1)C(=O)NNC(=O)C(O)(c1ccccc1)c1ccccc1 the results were RORg inh 4%, FLuc counter 3%, Tb PFK block 6%, BRCA1 expr act -67%, ELG1 genotoxic 1%, TRPV1 ag 1, Gal4-VP16 FLuc 1%, p53 reactivation 6%, ELG1 repair inh -2%, NPC1 prom act 0% and Rab9 prom act -4%.
For CCN1CCN(S(=O)(=O)c2ccc(S(=O)(=O)NCC3CCCO3)cc2)CC1 (configuration not stated) the results were RORg inh -3%, FLuc counter 1%, Tb PFK block -6%, BRCA1 expr act -5%, ELG1 genotoxic -2%, TRPV1 ag 0, Gal4-VP16 FLuc 8%, p53 reactivation -5%, ELG1 repair inh -10%, NPC1 prom act -2% and Rab9 prom act 2%.

Random excerpt: 2 records from the list
For O=C(CN1C(=O)S/C(=C\c2ccccn2)C1=O)Nc1ccc(F)cc1 the results were RORg inh 1%, FLuc counter 0%, Tb PFK block -1%, BRCA1 expr act -10%, ELG1 genotoxic 6%, TRPV1 ag 0, Gal4-VP16 FLuc 13%, p53 reactivation -1%, ELG1 repair inh 11%, NPC1 prom act 2% and Rab9 prom act -1%.
For CCN1CCN(S(=O)(=O)c2ccc(S(=O)(=O)NCC3CCCO3)cc2)CC1 (configuration not stated) the results were RORg inh -3%, FLuc counter 1%, Tb PFK block -6%, BRCA1 expr act -5%, ELG1 genotoxic -2%, TRPV1 ag 0, Gal4-VP16 FLuc 8%, p53 reactivation -5%, ELG1 repair inh -10%, NPC1 prom act -2% and Rab9 prom act 2%.

(cont.)
`CC(C)(C)OC(=O)N1CCN(C(=O)c2[nH]cnc2C(=O)Nc2ccon2)CC1` gave FLuc counter 9%, Tb PFK block 5%, BRCA1 expr act 0%, ELG1 genotoxic -1%, TRPV1 ag 2, p53 reactivation 0%, ELG1 repair inh 0%, NPC1 prom act -1% and Rab9 prom act -4%.
Screening CC1CCCN(CCC(=O)Nc2ccc(Br)cc2)C1 (configuration not stated) returned RORg inh 41%, FLuc counter -1%, Tb PFK block 2%, BRCA1 expr act 14%, ELG1 genotoxic 1%, TRPV1 ag 5, Gal4-VP16 FLuc 0%, p53 reactivation -6%, ELG1 repair inh inconclusive, NPC1 prom act 0% and Rab9 prom act 3%.
`COc1ccc(C(CNC(=O)c2cccc(S(=O)(=O)N(C)c3ccccc3)c2)N2CCCC2)cc1` (configuration not stated) gave FLuc counter -1%, Tb PFK block 0%, BRCA1 expr act -9%, ELG1 genotoxic -3%, TRPV1 ag 3, p53 reactivation inconclusive, ELG1 repair inh inconclusive, NPC1 prom act -2% and Rab9 prom act -9%.
Cc1cccc(NC(=O)CC2C(=O)NCCN2C(=S)Nc2ccccc2)c1 (configuration not stated) was read as RORg inh inconclusive, FLuc counter -2%, Tb PFK block 8%[0.46 µM], BRCA1 expr act -2%, ELG1 genotoxic -5%, TRPV1 ag 1, Gal4-VP16 FLuc -6%, p53 reactivation -10%, ELG1 repair inh 10%, NPC1 prom act 3% and Rab9 prom act 6%.
For Cc1ccc(CNC(=O)c2ccc(CS(=O)(=O)c3ccccc3C)o2)cc1 the results were RORg inh 14%, FLuc counter 1%&-1%, Tb PFK block -3%, BRCA1 expr act -7%, ELG1 genotoxic -5%, TRPV1 ag 10, Gal4-VP16 FLuc -6%, p53 reactivation -10%, ELG1 repair inh -10%, NPC1 prom act 2% and Rab9 prom act -1%.
Screening CS(=O)(=O)N(CC(=O)NCCSCc1cccc(Cl)c1)c1ccccc1F returned RORg inh 21%, FLuc counter -9%, Tb PFK block -8%, BRCA1 expr act -2%, ELG1 genotoxic -5%, TRPV1 ag 0, Gal4-VP16 FLuc -10%, p53 reactivation 0%, ELG1 repair inh -19%, NPC1 prom act -2% and Rab9 prom act 0%.
`COCc1[nH][nH]c(=O)c1C=NCC(=O)OC` gave RORg inh 8%, FLuc counter -1%, Tb PFK block 0%, BRCA1 expr act 1%, ELG1 genotoxic 7%, TRPV1 ag -4, Gal4-VP16 FLuc -4%, p53 reactivation 0%, ELG1 repair inh 5%, NPC1 prom act -1% and Rab9 prom act -3%.
For COc1ccc(NC(=O)OCC(C)C)cc1OC the results were RORg inh 0%, FLuc counter inconclusive, Tb PFK block 2%, BRCA1 expr act 62%, ELG1 genotoxic inconclusive, TRPV1 ag 30, Gal4-VP16 FLuc 9%, p53 reactivation 16%, ELG1 repair inh inconclusive, NPC1 prom act 12% and Rab9 prom act 20%.
O=C(Nc1ccncc1)OCc1ccccc1 was read as RORg inh 3%[1.91 µM], FLuc counter -17%, Tb PFK block 1%, BRCA1 expr act -17%, ELG1 genotoxic -7%, TRPV1 ag 21, Gal4-VP16 FLuc -12%, p53 reactivation 4%, ELG1 repair inh -25%, NPC1 prom act 0% and Rab9 prom act -5%.
Screening Cc1ccsc1/C=N/NC(=O)CNC(=O)c1ccc(S(=O)(=O)N2CCOCC2)cc1 returned RORg inh -1%, FLuc counter -4%, Tb PFK block 0%, BRCA1 expr act -2%, ELG1 genotoxic 1%, TRPV1 ag -3, Gal4-VP16 FLuc -8%, p53 reactivation -3%, ELG1 repair inh 9%, NPC1 prom act -6% and Rab9 prom act -1%.
